Sm TGR inh: S. mansoni TGR enzyme inhibition; Q962Y6; purified TGR, DTNB reduction, TNB absorbance 405 nm; Potency, µM (top dose mostly 114 µM), inactives show at the top dose activity change, negative = inhibition, usual class: inhibitors; 360,000 compounds, 3% hits; AID 485364; also: potency is read from the fitted curve at half-maximal effect; nearly all actives have a fitted effect of over 60% in size
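Kinetic colorimetric format: TGR-catalysed, NADPH-driven DTNB reduction monitored via TNB absorbance. Enzyme dispensed at 20 nM; compound exposure 15 min at room temperature before reaction start.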
AmpC inh no detg: blocks E. coli AmpC beta-lactamase in detergent-free assay | AID 485341 | 330,000 compounds, 0.52% hits | AmpC nitrocefin hydrolysis, absorbance 480 nm, 0.0001% Triton | Potency, µM (highest dose often 57.1 µM), for the others: top-dose activity change, negative = inhibition, usual class: inhibitors;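 also: potency is read from the fitted curve at half-maximal effect; plate controls were no compound for no effect and no enzyme for full effect; nearly all actives have a fitted effect of over 20% in size; some results filed as inactive show a strong effect at the top dose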
Target sequence (P00811 whole entry, looked up): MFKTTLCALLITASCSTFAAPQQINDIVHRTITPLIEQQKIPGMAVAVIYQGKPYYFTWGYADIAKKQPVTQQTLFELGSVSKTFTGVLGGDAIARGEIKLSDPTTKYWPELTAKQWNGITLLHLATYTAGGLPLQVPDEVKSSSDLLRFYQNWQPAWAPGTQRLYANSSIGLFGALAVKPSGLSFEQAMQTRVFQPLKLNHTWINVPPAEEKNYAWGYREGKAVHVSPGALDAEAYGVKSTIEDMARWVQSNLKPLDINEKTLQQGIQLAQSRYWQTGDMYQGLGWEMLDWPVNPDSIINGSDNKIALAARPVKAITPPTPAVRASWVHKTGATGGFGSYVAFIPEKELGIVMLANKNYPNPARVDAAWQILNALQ
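20 mM phosphate pH 7.0 + 0.01% (detergent screen) or 0.0001% Triton X-100; 5.3 nM AmpC reagent; cpd preinc 15 min RT; nitrocefin (800 uM stock) to start; A480 q20 s × 4 min; Activity was normalised to no-enzyme and no-compound control wells.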
AmpC detergent: inhibitors of E. coli AmpC beta-lactamase with detergent; Potency, µM (highest dose often 114 µM), inactives show top-dose activity change, negative = inhibition, hits mostly inhibitors; AmpC hydrolysis of nitrocefin, absorbance 480 nm, 0.01% Triton; P00811; 370,000 compounds, 0.041% hits; AID 485294;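 also: potency is read from the fitted curve at half-maximal effect; 0% = no-compound wells and -100% = no-enzyme wells; nearly all actives have a fitted effect of over 25% in size; some results filed as inactive show a strong effect at the top dose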
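AmpC (5.3 nM in the dispensed reagent) in 20 mM phosphate pH 7.0 with 0.01% (detergent screen) or 0.0001% Triton X-100 was preincubated with compounds for 15 min at room temperature. Nitrocefin was then added from an 800 uM solution, and hydrolysis was followed at 480 nm.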
FBPA Giardia inh: inhibitors of Giardia lamblia fructose-1,6-bisphosphate aldolase | A8B2U2 | purified Giardia FBPA | Potency, µM (top dose mostly 59.6 µM), for inactives: at the highest dose activity, negative = inhibition, hits mostly inhibitors | 290,000 compounds, 0.71% hits | AID 2451; also: potency is read from the fitted curve at half-maximal effect; nearly all actives have a fitted effect of over 55% in size
Target sequence (A8B2U2 whole entry, looked up): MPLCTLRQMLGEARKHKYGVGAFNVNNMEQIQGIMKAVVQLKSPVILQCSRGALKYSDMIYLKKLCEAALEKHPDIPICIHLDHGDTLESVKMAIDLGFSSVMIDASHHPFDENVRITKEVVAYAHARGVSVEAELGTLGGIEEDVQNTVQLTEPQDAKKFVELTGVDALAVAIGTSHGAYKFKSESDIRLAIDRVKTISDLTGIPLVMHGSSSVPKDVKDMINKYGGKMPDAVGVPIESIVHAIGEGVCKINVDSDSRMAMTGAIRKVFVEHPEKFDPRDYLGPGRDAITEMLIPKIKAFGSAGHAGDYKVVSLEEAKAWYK
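40 nM FBPA preincubated 10 min at RT with compound (up to 57.5 uM final), then substrate plus GAPDH/TPI/NAD/arsenate coupling and diaphorase/resazurin added. Fluorescence read after 20 min at RT, 525/598 nm.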
HCMV antiviral: human cytomegalovirus inhibition; activity change, negative = inhibition, % at 57.5 µM; HFF cells, HCMV-luciferase reporter, 72 h; active compounds read low; AID 1259415; 410,000 compounds, 4.5% hits; in the data active = activity change below about -60%; inconclusive = no clear call, values can overlap the other calls; inactive = above about -39%
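Inhibition of viral replication was scored as loss of reporter luminescence in HFFs infected with HCMV-luciferase (MOI 1 PFU/cell) for 72 h; compounds tested at 2 doses, normalized to buffer and Salinomycin controls.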
AMA1 RON2 block: inhibitors of Plasmodium falciparum AMA1-RON2 interaction | 360,000 compounds, 0.2% hits | AlphaScreen AMA1-biotinylated RON2 peptide binding | Potency, µM (doses to about 58.2 µM), without a hit: at the top dose activity change, negative = inhibition, hits mostly inhibitors;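 also: potency is read from the fitted curve at half-maximal effect; 0% = vehicle wells and -100% = peptide control; nearly all actives have a fitted effect of over 45% in size; some results filed as inactive show a strong effect at the top dose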
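AMA1 (3D7) with his tag at 25 nM final met compounds first, then biotinylated RON2 peptide at 25 nM; detection used donor plus acceptor beads, 10 µg/mL apiece, read by AlphaScreen after 30 min at room temperature.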
An asterisk follows results filed as active; ? = inconclusive; . = no result given; [ ] = dose if it differs, or a comment. Unless noted, calls follow the shape of the dose curve; as a rule, active = well fitted curve in the direction sought with a large enough effect; inconclusive = small, poorly fitted or top-dose-only effect, or another doubt; inactive = no such curve, though single readings can be large; an effect the other way counts as inactive or inconclusive. Unless noted, % is scaled to controls: 0 for no effect and ±100 for the full control effect. Random draw from the library. About 7.8% of those tested had a hit in this group.

structure	Sm TGR inh	AmpC inh no detg	AmpC detergent	FBPA Giardia inh	HCMV antiviral	AMA1 RON2 block
Cc1ccc(Cl)cc1N1CCN(Cc2cc(=O)n3ccsc3n2)CC1	-11%	92%[activator]	-8%	0%	-15	-3%
CCOC(=O)c1ccc(NC(=O)Nc2ccc(OC)c(OC)c2)cc1	-21%	-20%	-1%	-4%	?	16%
CC(=O)c1ccc(OCc2ncc(C(F)(F)F)cc2Cl)cc1	0%	-1%	9%	-1%	15	-3%
O=c1cc[nH]c2cc(Cl)ccc12	-1%	-7%	-3%	0%	-13	-2%
CCOc1cccc(C2c3[nH]c4ccccc4c3CCN2C(=O)CSCc2ccc(F)cc2)c1 (centres undefined)	2%	.	23%	.	?	.
CCOCCn1c(=NC(=O)c2cc3ccccc3oc2=O)sc2cc(S(N)(=O)=O)ccc21	-22%	-18%	-13%	5%	?	-10%
CCOc1ccc(-c2nnc(SCC(=O)NC3CCCC3)nc2-c2ccc(OCC)c(OC)c2)cc1OC	-6%	.	-2%	.	17	.
CCCCOc1ccc(C(=O)NCCc2csc(-c3ccc(OC)cc3)n2)cc1	4%	.	0%	.	-61*	.
C=CCn1c(N)cc(=O)nc1SCC(=O)NC(C)c1ccccc1 (centres undefined)	16%	-13%	4%	-12%	49	?
COc1ccc(/C=N\Nc2ncc(F)c(N3CCOCC3)n2)cc1OC	5%	-26%	-6%	1%	27	13%
O=C(CC1CCCCC1)N1CCC(c2nc(-c3ccc(S(=O)(=O)N4CCCC4)cc3)no2)CC1	2%	88%[activator]	-3%	-4%	-30	0%
COc1ccc(C(=O)Nc2cc(=O)[nH]c3ncnn23)cc1	1%	-20%	1%	-5%	0	-15%
O=C(CSc1n[nH]c(-c2cccs2)n1)NCCc1ccccc1	-1%	-5%	10%	.	-31	-12%
CCCCC(OC(=O)c1ccco1)C(=O)NCc1ccc(C)cc1 (centres undefined)	-4%	-4%	-5%	9%	-9	-1%
CCn1c(CC2C(=O)Nc3ccccc32)nc2ccccc2c1=O (centres undefined)	-7%	.	-1%	.	-16	.
CC1(c2ccc3noc(-c4cccc(F)c4)c3c2)OCCO1	10%	-15%	-9%	-4%	-12	-8%
O=C(COc1ccccc1Br)NC1CC1	-7%	-3%	3%	.	36	14%
COc1cccc(NC(=O)CN(C)C(=O)c2ccc(Cl)c(S(=O)(=O)N3CCCCCC3)c2)c1	-17%	34%	-8%	.	?	-17%
O=C(COC(=O)C12CC3CC(CC(O)(C3)C1)C2)Nc1ccc(Br)cc1F	2%	19%	4%	.	-34	6%
COC(=O)[C@@]1(Cc2ccc(F)cc2)[C@H]2c3cc(C(=O)N(C)C)n(CCc4c[nH]c5ccc(OC)cc45)c3C[C@H]2CN1C(=O)c1ccccc1	.	.	.	-17%	-82*	-13%
NS(=O)(=O)c1ccc2nc(NC(=O)CS(=O)(=O)c3ccccc3)sc2c1	-19%	-37%	-5%	-4%	-8	7%
COc1ccccc1N1CCN(C(=O)CN(c2ccc(C)c(C)c2)S(C)(=O)=O)CC1	-1%	153%[activator]	-8%	2%	-8	2%
CC(=O)NCCNC(=O)c1ccc2c(c1)S(=O)(=O)c1ccccc1C2=O	7%	-6%	-11%	14%	17	-4%
COc1ccccc1CNC(=O)CCCn1c(=O)c2ccccc2n(Cc2ccccc2F)c1=O	-9%	.	-7%	.	8	.
CCN1C(=O)/C(=C\c2cn(CCC#N)nc2-c2ccc(F)cc2)SC1=S	-1%	-15%	1%	-27%	-6	-12%
O=C(N/N=C/c1ccc(O)c([N+](=O)[O-])c1)C1CC1(c1ccccc1)c1ccccc1 (centres undefined)	-9%	-50%	-2%	-1%	-38	-12%
O=S(=O)(c1ccc(Br)s1)N1CCC2(CC1)OCCO2	-2%	-2%	3%	.	-6	-1%
CC(C(=O)N/N=C/c1ccc(N(C)C)c(Br)c1)N(c1ccccc1)S(C)(=O)=O (centres undefined)	3%	-16%	?	-2%	63	-6%
COc1cccc(C2CC(c3ccccc3C)n3nc(N)nc3N2)c1 (centres undefined)	4%	2.8µM*	?	2%	3	-4%
Cc1noc(C)c1S(=O)(=O)Nc1ccc2c(c1)C(=O)N([C@H](C)CO)C[C@H](C)[C@@H](CN(C)S(=O)(=O)c1ccccc1)O2	.	160%[activator]	.	.	0	1%
COc1cc(CCCN2CCNC[C@@H]2C(C)O)cc(OC)c1OC (some centres undefined)	-1%	-4%	?	.	9	-2%
CCOC(=O)N1CCN(CC(O)COC2CC(C)CC(C)(C)C2)CC1 (centres undefined)	-8%	99%[activator]	-12%	-10%	26	2%
COc1ccccc1COC(=O)Nc1c(C)nn(C)c1Cl	-20%	-28%	-2%	5%	-39	-9%
CCOC(=O)N1CCN(C(=O)c2ccc(OC)c(OC)c2)CC1	2%	-17%	-1%	.	8	-19%
Cn1cccc1CC(=O)N/N=C\c1cccs1	-4%	-13%	-15%	-12%	-26	0%
CC1CCC(NS(=O)(=O)c2cccc3nsnc23)CC1 (centres undefined)	-6%	-26%	1%	-5%	3	9%
Cc1c(C)c2ccc(OCC(=O)N3CCOCC3)c(C)c2oc1=O	4%	-6%	4%	1%	53	1%
COc1ccc(C(O)(C2CCCCC2)C(CN2CCCC2)c2ccccc2)cc1 (centres undefined)	0%	48%	-4%	-8%	?	4%
COc1ccc(S(=O)(=O)NCC(c2ccc(N(C)C)cc2)N2CCc3ccccc32)cc1 (centres undefined)	-4%	.	-7%	.	20	.
COc1ccc(OC)c(S(=O)(=O)N2CCC(C(=O)NCc3ccccc3OC)CC2)c1	-4%	38%	5%	2%	49	9%

Laid out differently: four of the compounds above.
Cn1cccc1CC(=O)N/N=C\c1cccs1
  Sm TGR inh: -4% | AmpC inh no detg: -13% | AmpC detergent: -15% | FBPA Giardia inh: -12% | HCMV antiviral: -26 | AMA1 RON2 block: 0%
CC1CCC(NS(=O)(=O)c2cccc3nsnc23)CC1 (centres undefined)
  Sm TGR inh: -6% | AmpC inh no detg: -26% | AmpC detergent: 1% | FBPA Giardia inh: -5% | HCMV antiviral: 3 | AMA1 RON2 block: 9%
Cc1c(C)c2ccc(OCC(=O)N3CCOCC3)c(C)c2oc1=O
  Sm TGR inh: 4% | AmpC inh no detg: -6% | AmpC detergent: 4% | FBPA Giardia inh: 1% | HCMV antiviral: 53 | AMA1 RON2 block: 1%
COc1ccc(C(O)(C2CCCCC2)C(CN2CCCC2)c2ccccc2)cc1 (centres undefined)
  Sm TGR inh: 0% | AmpC inh no detg: 48% | AmpC detergent: -4% | FBPA Giardia inh: -8% | HCMV antiviral: ? | AMA1 RON2 block: 4%

Next structures follow:
structure	Sm TGR inh	AmpC inh no detg	AmpC detergent	FBPA Giardia inh	HCMV antiviral	AMA1 RON2 block
Cc1cc(C)c(NC(=O)c2cnn(C)c2)c(C)c1	0%	0%	-2%	-2%	-3	3%
COCCCNC(=O)CN(CCc1ccccc1)S(=O)(=O)c1ccccc1	.	59%	0%	-1%	175	5%
COCCNC(=O)/C(C#N)=C\c1ccc(CNC(=O)C(=O)Nc2ccc(C)c(C)c2)o1	.	-2%	4%	-8%	39	4%
COc1ccc(NC(=O)c2cc(-c3ccc(C)cc3O)n[nH]2)c(OC)c1	-1%	-29%	-2%	5%	?	23%
S=C(Nc1ccccc1)N1CCN(c2ccccn2)CC1	-11%	-14%	2%	0%	-19	11%
N#CC1=C(N)SC(N)=C(C#N)C1c1c(Cl)cccc1Cl	?	?	-7%	?	9	6%
COc1cccc(CNC(=O)c2cc(S(=O)(=O)N3CCOCC3)ccc2N2CCCC2)c1	-12%	9%	-5%	.	13	4%
Cc1ccc(-n2ncc3c(=O)n(-c4ccc(C)c(C)c4)c(C)nc32)cc1	-17%	-16%	-2%	1%	?	10%
Cc1ccccc1NC1=NCCCS1	-11%	-17%	-2%	9%	-24	7%
COc1cc(NS(=O)(=O)c2ccc(-c3cc(C)no3)cc2)cc(OC)c1	12%	.	12%	.	-85*	.
O=C(NCCNCCO)C1(C(F)(F)F)C/C(=C\CCO)CCCO1 (centres undefined)	.	.	.	5%	-8	6%
Cc1cc(C(=O)COC(=O)C2=COCCO2)c(C)n1-c1cccc(F)c1	1%	5%	?	.	-25	-7%
N#C/C(=C\c1ccccc1)C(=O)NC1CC1	-5%	-15%	-6%	4%	-10	3%
Cc1ccc(C)c(N2CCN(C(=O)CC3Sc4ccccc4NC3=O)CC2)c1 (centres undefined)	0%	-12%	8%	1%	-26	-18%
O=C(NCc1cccnc1)c1noc2c1CCCCC2	2%	-9%	?	1%	1	16%
c1ccc(-c2onc3cc4c(cc23)OCCO4)cc1	3%	-29%	-10%	-23%	9	-5%
COc1ccc(CCNC(=O)C2CC(c3ccc([N+](=O)[O-])cc3)=NO2)cc1 (centres undefined)	2%	-6%	-1%	0%	45	4%
Fc1ccc(-c2n[nH]c(=S)n2-c2ccc3c(c2)OCCO3)cc1	-17%	-11%	-7%	-5%	-19	76%[activator]
CC(C)c1ccc(CN2CCSCC2)cc1	12%	31%	10%	?	-17	-28%
COc1ccc(Cl)cc1NC(=O)CCn1cnc2ccccc2c1=O	6%	0%	6%	-1%	?	1%
Cc1nc2c(C#N)cnn2c2c1CCN2CC1CCCO1 (centres undefined)	-12%	-4%	3%	-7%	-14	3%
O=C(c1cc(=O)[nH]c2ccccc12)N1CCN(c2ccc([N+](=O)[O-])cc2)CC1	2%	2%	5%	-1%	?	9%
CCCCCc1nc2ccccc2c(=O)n1-c1ccc(Cl)cc1[N+](=O)[O-]	0%	-15%	-8%	2%	4	-8%
O=C(CNS(=O)(=O)c1cccc(Cl)c1)OCc1csc(-c2ccccc2)n1	-4%	-12%	?	-5%	26	13%
Cn1c(=O)c2ncn(CC(=O)Nc3ccc4c5c(cccc35)CC4)c2n(C)c1=O	-13%	94%[activator]	-11%	-4%	8	10%
O=c1[nH]c2cc3c(cc2cc1CN(Cc1nnnn1C1CCCC1)C1CCCC1)OCCO3	50µM*	-18%	-2%	-5%	-5	-13%
COc1ccc(Cn2c(C)nc([N+](=O)[O-])c2SCC(=O)O)cc1[N+](=O)[O-]	35µM*	-4%	7%	10%	-32	-12%
COc1ccc(CCNC(=O)CCS(=O)(=O)c2ccc3c(c2)NC(=O)C(C)S3)cc1OC (centres undefined)	-10%	-4%	-11%	-10%	-31	8%
CCCC1=C(C(=O)OCC)C(c2ccc(O)cc2)n2ncnc2N1 (centres undefined)	-1%	-18%	-12%	-4%	9	2%
CC(C)(C)c1csc(NC(=O)CCc2ccccc2)n1	-5%	-50%	-10%	6%	1	15%
Cc1ccc(N=C(c2cccs2)N2CCOCC2)cc1	1%	-9%	2%	7%	-7	9%

Source: PubChem BioAssay
